# IMPase inh: membrane-permeable compound that blocks inositol monophosphatase; inhibition (IP1 accumulation), % at 46.1 µM; P97697; CHO-M1 cells, IP1 accumulation, HTRF TR-FRET ratio; 120,000 tested, under 10 active; active means well fitted curve in the direction sought with a large enough effect in the signal ratio, not every such curve was filed as active; inconclusive means small, poorly fitted or top-dose-only effect, or a change in a side signal; inactive means no such curve, though single readings can be large or run the other way; the % refers to the signal ratio;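 further: cells stimulated with carbachol in lithium chloride buffer; plate controls were DMSO basal wells for no effect and reference inhibitor wells for full effect; higher means more IMPase inhibition seen as more IP1 and lower FRET ratio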
# Target sequence (P97697 whole entry, looked up): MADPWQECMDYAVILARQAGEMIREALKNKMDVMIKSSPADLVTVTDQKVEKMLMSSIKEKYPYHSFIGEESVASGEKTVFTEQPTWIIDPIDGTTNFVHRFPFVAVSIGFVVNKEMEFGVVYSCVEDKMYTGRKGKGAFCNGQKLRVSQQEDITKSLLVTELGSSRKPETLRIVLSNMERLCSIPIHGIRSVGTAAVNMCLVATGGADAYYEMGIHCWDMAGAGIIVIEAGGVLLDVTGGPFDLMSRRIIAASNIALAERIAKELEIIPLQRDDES
#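 In this qHTS, compounds (final up to 46 uM) act on CHO-M1 cells that are then activated through the M1 receptor with carbachol, in pH 7.4 buffer containing 50 mM LiCl, for 30 min. IP1 accumulation is quantified by the IP-One immunoassay.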
# 15-hLO-2 inh: 15-hLO-2 (ALOX15B) enzyme inhibition. O15296. AID 881. Potency, µM (highest dose often 57.1 µM), inactives show top-dose activity change, negative = inhibition, most hits filed as inhibitors. purified 15hLO-2, xylenol orange hydroperoxide absorbance. 110,000 tested, 0.56% active; further: potency means the concentration at half of the fitted maximal effect; nearly all actives have a fitted effect of over 60% in size; many of its hits are not listed in these tables
# Target sequence (O15296 whole entry, looked up): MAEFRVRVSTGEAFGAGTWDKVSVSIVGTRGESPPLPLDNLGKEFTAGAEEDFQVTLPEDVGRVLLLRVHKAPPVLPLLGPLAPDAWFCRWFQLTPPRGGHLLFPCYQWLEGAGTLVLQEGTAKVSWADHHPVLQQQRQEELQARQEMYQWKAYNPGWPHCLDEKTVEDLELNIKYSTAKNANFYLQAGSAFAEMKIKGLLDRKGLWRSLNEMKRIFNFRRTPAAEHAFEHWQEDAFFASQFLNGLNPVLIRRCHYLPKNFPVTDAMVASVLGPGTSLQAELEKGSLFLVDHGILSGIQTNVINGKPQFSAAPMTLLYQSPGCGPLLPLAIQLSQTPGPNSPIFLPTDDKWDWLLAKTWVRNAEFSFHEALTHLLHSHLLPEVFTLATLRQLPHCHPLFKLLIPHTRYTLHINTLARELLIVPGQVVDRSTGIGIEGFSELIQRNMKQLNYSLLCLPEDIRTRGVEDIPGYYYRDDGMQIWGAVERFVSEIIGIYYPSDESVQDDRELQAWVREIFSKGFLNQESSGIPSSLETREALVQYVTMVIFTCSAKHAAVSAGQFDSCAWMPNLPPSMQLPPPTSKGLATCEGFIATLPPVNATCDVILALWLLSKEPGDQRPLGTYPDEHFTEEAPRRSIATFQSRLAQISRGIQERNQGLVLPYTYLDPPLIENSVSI
#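 Purified human 15hLO-2 (50 nM final) preincubated with compounds 15 min at room temperature in 25 mM Hepes pH 7.5, 0.01% Triton X-100, then 45 uM arachidonic acid added for 90 min; hydroperoxide detected via ferrous/xylenol orange, 573/405 nm absorbance ratio.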
# PNC inhibitor: perinucleolar compartment assembly inhibition; 140,000 tested, 3.1% active; PC3M PTB-GFP, PNC prevalence imaging, 16 h; hits give low values; AID 2417; activity change (PNC), negative = inhibition, % at 10 µM;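 active means readout at or below -70, meaning at least 70% loss of cells showing the perinucleolar compartment, a nuclear body marking cancer cells; inconclusive means readout between -30 and a set limit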;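 further: plate controls were DMSO wells for no effect and camptothecin positive control wells for full effect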
#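 PC3M cells stably expressing PTB-GFP, 750–1000 cells/well, treated 16 h at 37 °C with compound (23 nl of library stock), in duplicate. After paraformaldehyde fixation and Hoechst stain, imaged at 20x; PNC prevalence scored by image analysis.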
# 12-hLO inh: inhibitors of human 12-lipoxygenase (ALOX12); P18054; purified 12-hLO, xylenol orange hydroperoxide absorbance; Potency, µM (highest dose often 57.1 µM), for the others: at the highest dose activity change, negative = inhibition, most hits filed as inhibitors; 150,000 tested, 0.12% active; AID 1452; further: potency means the concentration at half of the fitted maximal effect; nearly all actives have a fitted effect of over 55% in size; many of its hits are not listed in these tables
#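 150 nM 12hLO, 25 mM Hepes pH 7.0 + 0.01% Triton X-100; cpd preinc 15 min RT; 40 uM arachidonic acid, 30 min RT; Fe-XO 30 min; A573/A405 ratio as read-out.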
# Starred values were filed as active, the others as inactive; u = inconclusive; x = not tested or not shown; [ ] = remark or other dose. Unless noted, the call rests on the fitted dose curve; in most records, active means well fitted curve in the direction sought with a large enough effect; inconclusive means small, poorly fitted or top-dose-only effect, or another doubt; inactive means no such curve, though single readings can be large; an effect the other way counts as inactive or inconclusive. Unless noted, on the % scale 0 is the no-effect control and ±100 the full control effect. This is a subset; count on the stated rates, not on these rows.
SMILES,IMPase inh,15-hLO-2 inh,PNC inhibitor,12-hLO inh
CCOC(=O)C1=C(C)NC(C)=C(C(=O)OCC)C1c1cc(N)ccc1OC(F)F,0.2,9.1%,u,-0.2%
COc1cc(COCC(O)CN2CCOCC2)cc(OC)c1OC (configuration not stated),-1.2,10.9%,-6.5,-3.2%
CCNC(=O)CN(c1ccccc1OC)S(=O)(=O)c1cccs1,x,x,61.3,-1.4%
O=C(CC(NS(=O)(=O)c1ccc(Cl)cc1)c1ccco1)NCc1ccco1 (configuration not stated),0.7,8.3%,29.3,-0.7%
O=C(O)C1CCCN1C(=O)OCc1ccccc1 (configuration not stated),12.9,-4.0%,23.1,-7.6%
Cc1ccc(-c2nnc(SCC(=O)Nc3nccs3)n2N)cc1,3.9,x,-0.9,0.7%
COc1ccc(N2CCN(C(=O)c3cc4c(-c5ccc(Cl)cc5)nn(C)c4s3)CC2)cc1,3.0,1.8%,-16.5,4.3%
COc1cc(NC(=O)CN(C)S(=O)(=O)c2ccc3c(c2)CCC(=O)N3)cc(OC)c1,-1.7,-4.2%,-27.0,3.7%
COc1cccc(C2C=C(Nc3ccccc3)C(=O)N2c2ccccc2)c1 (configuration not stated),x,x,35.5,-2.8%
O=C(CC1(O)C(=O)N(Cc2cccc3ccccc23)c2ccccc21)c1cccnc1 (configuration not stated),7.6,-14.7%,-25.0,-5.0%
Cc1ccc(-c2nc3cc(N)ccc3o2)cc1,-22.3,2.5%,u,-4.5%
O=C(Nc1ccccc1)N1CC=C(c2ccc(F)cc2)CC1,11.4,20.7%,46.7,3.8%
CCCCOc1ccc(-c2nnn(C(C)C(=O)OCC)n2)cc1 (configuration not stated),8.2,13.2%,-0.9,0.7%
CCOC(=O)Cc1csc(NC(=O)c2ccc(Br)o2)n1,2.7,8.5%,u,-0.8%
O=C1/C(=C\c2ccccc2)CCc2c1[nH]c1ccccc21,-3.9,u,40.1,2.5%
COc1ccc(C(=O)NN(C)c2nc(-c3ccccc3)nnc2C(F)(F)F)cc1,1.8,-7.3%,-18.8,-1.5%
CCn1nnc(NC(=O)COc2cc(C)ccc2C(C)C)n1,12.7,-7.5%,22.8,-4.8%
CCOC(=O)c1c(-c2ccccc2)nc2ccc(C)cn12,6.8,x,83.2,-2.1%
O=C(CN1CCOCC1)Nc1ncc(Cc2cccc3ccccc23)s1,-0.4,36.3%[activator],u,0.5%
Cc1ccnc(SCc2nc3ccccc3s2)n1,-3.8,-2.2%,-17.1,-2.0%
COc1ccc(/C=C(\C#N)C(=O)NCC2CCCO2)cc1OC (configuration not stated),-2.6,-3.1%,u,-4.6%
O=C(/C=C(\O)c1ccc(Cl)cc1)C(=O)NNC(=O)C(O)(c1ccccc1)c1ccccc1,-0.9,15.0%,-7.9,u
O=C(O)c1cc(-c2ccccc2)on1,-6.7,-2.0%,25.8,1.7%
COc1ccc(-n2c(=O)c(C)nc3cncnc32)cc1,x,-3.7%,x,-5.0%
O=C(CN1C(=O)c2cccc3cccc1c23)NCc1ccncc1,-1.6,-5.1%,24.6,-4.2%
# Continuation:
SMILES,IMPase inh,15-hLO-2 inh,PNC inhibitor,12-hLO inh
C=CCn1c(CCC(=O)O)ccc1-c1ccccc1,-6.0,u,3.2,-14.7%
O=S(=O)(/N=C(/Nc1ccc(F)c(F)c1F)c1ccccc1)c1ccccc1,x,x,-20.5,-0.3%
CCn1c(=O)cc(OCC(=O)N2CCN(C(=O)c3ccco3)CC2)c2ccccc21,4.8,-1.6%,8.8,-2.5%
O=C(NNC(=S)Nc1cccc(Cl)c1)c1ccccc1OC(F)F,x,x,-9.7,-3.6%
COCCn1c(C)cc(C2=NNC(=Nc3ccccc3)SC2)c1C,-1.0,u,1.8,-17.6%
O=C(CSc1nnc2ccccn12)Nc1ccccc1C(=O)NC1CC1,3.6,x,18.8,4.0%
CC(=O)c1ccccc1[N+](=O)[O-],x,2.2%,x,-0.3%
CC(C)c1ccc2oc(-c3cc(N)ccc3O)nc2c1,8.9,13.0%,-29.5,-28.8%
CN(C)S(=O)(=O)c1ccc2nc(NC(=O)c3cccnc3)sc2c1,-8.2,-6.4%,u,-5.8%
Cc1ccc(-c2nnc(SCC(=O)NC(=O)Nc3ccc(C)cc3C)n2N)cc1,0.8,x,u,-6.9%
COc1cc(C2CC(=O)Oc3cc(C)c(Cl)cc32)cc(OC)c1OC (configuration not stated),x,2.5%[0.0915 µM],x,-1.0%[0.00818 µM]
CCc1ccc(CC)c(S(=O)(=O)Nc2ccc(C(=O)O)c(O)c2)c1,-4.1,5.8%[2.29 µM],43.7,-20.0%
CC(C)c1ccc(C(=O)N2CCCN(C(=O)c3ccc(C(C)C)cc3)CC2)cc1,x,x,u,-1.9%
COc1cccc(NC(=O)CSc2nnc(COc3ccc4c(c3)CCCC4)o2)c1,-5.2,1.6%,13.4,-18.0%
CCOC(=O)C1CCN(C(=O)c2ccc(Br)o2)CC1,0.2,-11.0%,-5.7,-0.2%
CC(=O)c1cc(C(=O)c2ccccc2)sc1Nc1ccccc1,x,x,-6.8,-4.9%
CCC(CC)C(=O)Nc1cccc(/C(C)=N/NC(=O)c2c(Br)cnn2C)c1,-1.8,0.6%,28.6,-2.2%
Cc1nc2ccccc2nc1OCC(=O)NCc1ccc2c(c1)OCO2,-3.2,-6.9%,21.1,-3.1%
COc1ccc(C(=O)NCC(=O)NCC2COc3ccccc3O2)cc1 (configuration not stated),1.5,3.8%,23.4,1.1%
Cc1ccc2c(C)c(C(=O)Nc3cccnc3)oc2c1,-3.3,11.5%,21.6,3.1%
OC(CN=c1sc2ccccc2n1CC(O)COc1ccccc1)COc1ccccc1 (configuration not stated),18.5,x,-14.5,-4.0%
COC(=O)CC[C@@H](C)[C@H]1CC[C@H]2[C@@H]3CC[C@@H]4C[C@H](O)CC[C@]4(C)[C@H]3C[C@H](O)[C@]12C,-0.4,-20.1%,x,-3.2%
COc1cccc(-n2nnc3c(=O)n(C/C=C/c4ccccc4)cnc32)c1,8.6,-7.4%,18.9,-10.6%
O=C(CSc1nnc(COc2ccc(Cl)cc2)n1Cc1ccco1)c1ccccc1F,3.7,-20.5%,-2.2,-19.4%
O=C(c1ccccc1Nc1ccc(SC(F)F)cc1)N1CCCCC1,1.6,-14.9%,-28.8,-4.2%
# (next part)
SMILES,IMPase inh,15-hLO-2 inh,PNC inhibitor,12-hLO inh
CCCCSc1nc2c(c(=O)[nH]c(=O)n2C)n1CCc1ccccc1,-2.9,-2.5%,-29.6,-3.1%
O=Cc1cccc(Br)c1,x,-5.5%,x,0.1%
CCc1[nH]nc2c1C(c1ccsc1)C(C#N)=C(N)O2 (configuration not stated),8.4,x,25.0,0.2%
CN(c1ccccc1)S(=O)(=O)c1cccc(NC(=O)Cn2cnc3ccccc3c2=O)c1,17.0,1.0%,10.1,11.4%
Cc1ccccc1N1CC(O)(c2ccccc2)[N+]2=C1SCC2 (configuration not stated),-16.0,x,-23.1,-16.5%
O=C(COC(=O)c1ccccn1)NC1CCCCC1,-11.4,-2.9%,5.9,-2.4%
CC(C)=CCC[C@](C)(O)C1CC=C(C)CC1 (some centres not stated),x,-9.7%,x,-3.8%
Cc1ccc(NC(=O)c2cc(-c3ccc(C)o3)nc3ccccc23)nc1,-20.0,u,-18.3,u
Cc1cc(C)n(CC(O)CN2C(=O)NC(C)(C)C2=O)n1 (configuration not stated),3.9,-2.5%,-106.5*,-0.8%
O=C(O)CCc1ccc(-c2ccc(Cl)cc2)n1CCC(=O)O,-0.3,x,35.4,-19.8%
Cc1cc(Cl)cc(C)c1OCC(=O)O,-6.2,-3.8%,u,-2.4%
O=[N+]([O-])c1ccc(NNC(=S)Nc2ccccc2)cc1,14.8,3.98µM*,7.1,u
O=C(CCCc1nc(-c2ccccc2)no1)NCc1cccnc1,0.7,12.2%,-5.3,-2.8%
CCn1c(=O)cc(SCC(=O)NCC2CCCO2)c2ccccc21 (configuration not stated),-7.2,3.3%,u,0.0%
COc1ccc(C(CC(=O)NCCN2CCOCC2)NS(=O)(=O)c2ccc(C)cc2)cc1 (configuration not stated),4.6,-2.0%,34.2,8.9%
CCCn1c(C)nc2c(NCCN(C)C)nc(C)nc21,x,22.8%,x,-3.1%
O=C(O)CCC(=O)N1CCOc2ccc(Cl)cc21,5.6,-2.9%,61.0,-2.5%
CC1(C)CC(=O)C(=CN2CCN(C(=O)c3ccco3)CC2)C(=O)C1,13.9,2.8%,u,0.5%
CCOC(=O)c1nnn(-c2nonc2-n2cccc2)c1CN1CCCCC1,1.9,4.2%,17.8,-8.2%
Cn1c(=O)c2cc(S(=O)(=O)NCCC(=O)N3CC=C(c4ccccc4)CC3)ccc2n(C)c1=O,8.5,8.4%,-25.1,-3.8%
O=C1CCc2cc(S(=O)(=O)NCCC(=O)NC3CCN(Cc4ccccc4)CC3)ccc2N1,3.3,2.7%,16.8,-5.4%
CC1=C(C(=O)OC(C)C)C(c2ccco2)NC(=O)N1 (configuration not stated),-1.2,-3.9%,-20.3,2.1%
Clc1ccc(CN2C3=NCCN3c3ccccc32)cc1Cl,22.7,39.3%[activator],33.6,-0.3%
CCCCCn1c(N2CCN(Cc3ccccc3)CC2)nc2c1c(=O)[nH]c(=O)n2C,1.2,7.6%[2.29 µM],-6.6,-8.0%
Cc1ccc(CNC(=O)/C=C/c2ccc(S(=O)(=O)NCc3ccco3)cc2)cc1,x,x,13.8,0.5%

# Records listed above marked active in PNC inhibitor:
SMILES,IMPase inh,15-hLO-2 inh,PNC inhibitor,12-hLO inh
Cc1cc(C)n(CC(O)CN2C(=O)NC(C)(C)C2=O)n1 (configuration not stated),3.9,-2.5%,-106.5*,-0.8%

# Other compounds
SMILES,IMPase inh,15-hLO-2 inh,PNC inhibitor,12-hLO inh
COC(=O)Cc1c(O)ccn(Cc2ccccc2OC)c1=O,-1.1,-8.3%,-24.3,-0.1%
COc1ccc(CCNc2nc(N3CCCCC3)nc(N3CCCCC3)n2)cc1OC,-2.5,31.7%[activator],8.2,7.1%
CCCc1nnc2n1N=C(c1ccc(OC)c(OC)c1)CS2,10.7,x,0.9,-3.1%
C/C(=N\NC(=O)c1ccoc1C)c1cccnc1,-16.0,x,-88.9*,-4.4%
COc1cc(OC)cc(OCC(O)Cn2cnc(-c3ccccc3)c2)c1 (configuration not stated),-0.8,x,268.3,0.7%
COc1ccc(C(=O)/C=C/C(=O)N(Cc2ccccc2)C(C(=O)NC2CCCCC2)c2ccncc2)c(O)c1 (configuration not stated),x,x,-86.2*,-3.1%
O=C(CSc1nnc(-c2ccccn2)n1Cc1ccco1)c1ccccc1,u,8.5%,u,-6.4%
CC(=O)N1SC(N)=NC1c1ccccc1 (configuration not stated),-4.3,-3.4%,-13.7,-2.0%
O=C(O)c1ccc(COc2ccccc2[N+](=O)[O-])o1,x,x,u,-0.7%
COc1ccc(-c2coc3c(OC)c(OC)cc(OC)c3c2=O)cc1,x,0.6%,x,-3.5%
CC(C)OP(=O)(OC(C)C)C(Nc1ccccn1)c1ccc(F)cc1 (configuration not stated),x,x,11.6,-2.3%
CCCCn1nc2cc(C(=O)NCCc3ccc(C)cc3)ccc2c1OCC,4.2,-12.0%,u,-5.2%
COc1ccc(NC(=O)CSc2ncnc3c2cnn3Cc2ccccc2)cc1OC,3.1,1.7%,42.0,3.8%
C[N+](C)(C)CCOC(=O)C1(c2ccccc2)CCCC1,22.4,-0.6%,u,3.3%
CCC1(C)OC(=O)N(CCCn2ccnc2C)C1(C)O (configuration not stated),5.7,-7.0%,-24.4,0.4%
Cc1ccccc1OCC(=O)NCCC(=O)O,u,-3.5%,9.2,4.3%
CCOC(=O)CCC(NC(=O)c1ccc(NCN2C(=O)CCC2=O)cc1)C(=O)OCC (configuration not stated),4.9,1.5%,18.5,-5.3%
Cc1ccc(C2NNC(=O)C2NC(=O)c2ccccc2)cc1 (configuration not stated),0.8,-11.0%,27.0,-5.8%
O=C(c1cn(-c2ccccc2)nc1-c1ccc(Br)cc1)N1CCOCC1,x,x,-113.8*,-2.0%
